Screening results: PubChem BioAssay, Broad Institute
NSD2 HMT inh = blocks human histone methyltransferase NSD2. NSD2 peptide methylation, AlphaScreen, 120 min. inhibition, % at 12.5 µM. O96028. 310,000 tested, 0.54% active; in the data active = inhibition above about 50%
An asterisk follows results filed as active.

SMILES	NSD2 HMT inh
COc1ccc(C(O)c2nc(-c3cccc(NC(C)=O)c3)cs2)cc1 (stereo unspecified)	12.8
COc1ccc(CC(N)c2csc(NC(=O)Nc3ccc(F)cc3)n2)cc1 (stereo unspecified)	-0.7
COc1ccc(-n2c(COc3ccc(C)cc3)nnc2SCC(=O)Nc2ccc(Oc3ccccc3)cc2)cc1	0.0
CCN(CC)S(=O)(=O)c1ccc2c(c1)c(=O)c(C(=O)NCc1ccc3c(c1)OCO3)cn2C	0.6
Fc1ccc2nc(COCc3nc4ccc(F)cc4[nH]3)[nH]c2c1	-1.4
O=C(Nc1ccccc1)C1Cc2c(-c3ccc4c(c3)OCO4)ccnc2O1 (stereo unspecified)	-2.8
CNc1cc(-c2ccc(OC)c(OC)c2)ncn1	-0.6
COCCNC(=O)C1CCCN(C(=O)c2csc3ccccc23)CC1 (stereo unspecified)	-0.7
COC(=O)C1=C(C)N(Cc2ccc(C(F)(F)F)cc2)C(=NCc2ccc3c(c2)OCO3)NC1c1ccccc1C(F)(F)F (stereo unspecified)	-1.0
O=C(Cn1cc(COc2ccc(Cl)c(Cl)c2)nn1)NS(=O)(=O)c1ccccc1C(F)(F)F	-1.1
Cc1cn(C2CC(O)C(O)C(CO)O2)c(=O)[nH]c1=O (stereo unspecified)	-4.6
CCc1nccn1CC(=O)c1ccc(O)c(O)c1	21.9
CC(C)C(=O)N1CCC1(C)C(=O)Nc1cccc(Oc2ccccc2)c1 (stereo unspecified)	-9.2
CCC(=O)N1CCc2cc(Br)c(S(=O)(=O)N3CCCC(C(=O)NC(C)(C)C)C3)cc21 (stereo unspecified)	-4.0
COc1cccc(NC(=O)C2(C)CCN2Cc2ccc(OC)c3ccccc23)c1 (stereo unspecified)	-2.7
COc1ccccc1-c1cnc(C(O)c2ccc(F)c(F)c2)[nH]1 (stereo unspecified)	5.2
Cc1cccc(S(=O)(=O)NC(=O)C2(C)CCN2C(=O)CCC2CCCC2)c1 (stereo unspecified)	-8.1
CC1(C(=O)NS(=O)(=O)c2cccc(C#N)c2)CCN1C(=O)Cc1ccc(Cl)cc1Cl (stereo unspecified)	12.5
O=C(Nc1ccc(F)c(Cl)c1)C1Cc2c(-c3ccco3)ccnc2O1 (stereo unspecified)	-0.6
CCCNC(=O)C1(C)CCN(C(=O)c2ccc3c(c2)CCO3)C1 (stereo unspecified)	-1.0
Cc1ccc(NC(=O)CCS(=O)(=O)c2ccccc2)cc1C	-0.2
O=C(C1CCN(S(=O)(=O)c2ccc3[nH]c(=O)oc3c2)CC1)N1CCCN(Cc2ccccc2)CC1	0.4
Cc1cc(F)cc(-c2cc(C(=O)NCc3cccc(Cl)c3)[nH]n2)c1	-2.9
CC1(C(=O)NS(=O)(=O)c2cccc(F)c2)CCN1C(=O)CCc1ccc(Cl)cc1Cl (stereo unspecified)	-0.5
CCCS(=O)(=O)NC(=O)C1(C)CCN(C(=O)c2ccc(C(=O)OC)cc2)C1 (stereo unspecified)	-1.3
CC1(C(=O)NS(=O)(=O)c2ccc(Cl)s2)CCN1C(=O)Cc1ccc(-c2ccccc2)cc1 (stereo unspecified)	-1.4
CN(Cc1ccccc1)c1nccn2ccnc12	1.9
Fc1ccccc1-c1n[nH]c(=S)n1N=Cc1ccc(OCc2ccccc2)cc1	14.5
CCOC(=O)[C@]12CCCC=C1N(CCc1ccc(OC)c(OC)c1)C(=O)[C@H](CC(=O)N1CCCCC1)C2	-2.3
CC1=C(C(=O)N2CCCCCC2)CC(CC(=O)NCCN2CCOCC2)C(=O)N1Cc1ccc(F)cc1 (stereo unspecified)	-1.6
C(=C\c1ccccc1)/C=N/Nc1ccc2nncn2n1	0.5
CCc1nc2ccc(C(=O)NCCC(C)C)cn2c1N(CC)CCN(C)C	2.8
CCc1nc2ccc(C(=O)NC3CCN(Cc4ccccc4)CC3)cn2c1N(C)CCN1CCOCC1	0.1
COc1ccc(Cl)c(-c2cc(C(=O)NCc3ccc(C(F)(F)F)cc3)[nH]n2)c1	-0.8
CCCS(=O)(=O)NC(=O)C1(C)CCN(C(=O)c2cccc(C)c2C)C1 (stereo unspecified)	-4.7
O=C(O)c1cccc(C(=O)O)c1S(=O)Cc1ccccc1 (stereo unspecified)	-1.4
Cc1cnc(C)c(Nc2nc(C(N)CCc3ccccc3)cs2)n1 (stereo unspecified)	7.1
CC(C)(C)CCN1CCC[C@H](NC(=O)COc2ccc(F)c(Cl)c2)C1	2.4
CCc1nc2c(OCc3cccc(Cl)c3)cccn2c1N(C)C(=O)C1CC1	-0.8
C=C[C@@H](c1ccccc1)[C@](C)(O)C(=O)O	-3.0
Cc1sc2nc(SCC(=O)c3ccc(O)c(O)c3)n(C)c(=O)c2c1C	6.3
Cn1c(=O)c2cc(NC(=O)CCc3ccccc3)ccc2n1Cc1cccc(C(F)(F)F)c1	-9.9
COc1cccc(COC(=O)Nc2ccccc2)c1OC	-8.2
COc1cccc(C(C)(O)c2nc(-c3ccccc3)cs2)c1 (stereo unspecified)	0.1
COc1cccc(N2CCN(C(=O)COc3cc(=O)n(C)c4ccccc34)CC2)c1	-2.5
COc1ccc(CN2C[C@@H](CO)O[C@@H](n3cnc4c(NCc5ccncc5)ncnc43)C2)cc1	-3.8
CC1(C(=O)NCc2ccco2)Cc2c(-c3cccc(C(F)(F)F)c3)ccnc2O1 (stereo unspecified)	2.9
NC(c1csc(NC(=O)c2cccc(OC(F)(F)F)c2)n1)c1ccccc1Cl (stereo unspecified)	7.3
CC1(C(=O)NS(=O)(=O)Cc2ccccc2)CCN1C(=O)C1(c2ccc(Cl)cc2)CCC1 (stereo unspecified)	-3.7
CCOC(=O)C1CCN(C(=O)C(C)(C)NC(=O)Nc2ccc3c(c2)CCC3)CC1	-1.5
CC(=O)c1cc2c(cc1NC(=O)c1ccccc1C)OCO2	-9.2
CC(C)N(C(=S)Nc1ccc(S(=O)(=O)N2CCOCC2)cc1)c1ccccc1	0.2
O=C(CSc1nnc(-c2cccc(Cl)c2)n1Cc1ccco1)Nc1ccc(OCc2ccccc2)cc1	-1.5
Cc1ccc(Nc2nc(N)nc(N)c2N=O)cc1Cl	-1.0
Cc1ccc2[nH]c3c(c2c1)CN(C(=O)CN1CCCCC1)CC3	1.3
O=S(=O)(Nc1ccc(C(O)(C(F)(F)F)C(F)(F)F)cc1)c1ccc(-c2ccccc2)s1	16.8
CN(C)c1cccc(CNC(=O)c2csc([C@@H]3C[C@H](O)[C@@H](CO)O3)n2)c1	0.9
CC1(C(=O)NS(=O)(=O)C2CC2)CCCN(C(=O)c2ccccc2OC(F)(F)F)C1 (stereo unspecified)	-2.0
Cc1ccc(NC(=O)Cn2nnc(-c3ccccc3F)n2)cc1C	6.5
c1ccc(COc2ccc(-c3cc4nc(NCCCn5ccnc5)ccn4n3)cc2)cc1	6.1
(listing goes on)
SMILES	NSD2 HMT inh
COc1cccc(NC(=O)C2(C)CCN2Cc2ccc(-c3ccccc3)o2)c1 (stereo unspecified)	-1.0
COc1ccc(-c2cnc(C(O)c3ccc(CN4CCCCC4)cc3)[nH]2)cc1 (stereo unspecified)	8.1
CC1(C(=O)Nc2ccccc2Br)CCN1C(=O)CC1CC1 (stereo unspecified)	-1.4
CCOC(=O)C1CCCN(C(=O)c2cc(C(C)(C)C)nn2C)CC1 (stereo unspecified)	-1.0
COCCNc1nc(Oc2ccc(C(N)=O)cc2)c2sccc2n1	0.3
Cc1cccc(S(=O)(=O)NC(=O)C2(C)CCN2C(=O)Cc2ccc(Cl)cc2Cl)c1 (stereo unspecified)	-1.8
COc1ccc(NC(=O)c2sc3nc4n(c(=O)c3c2C)CCC4)c(OC)c1	-2.1
COc1cc(OC)nc(C(NC(=O)C2CCN(Cc3c[nH]c4ccccc34)CC2)c2ccc(Cl)cc2)n1 (stereo unspecified)	3.1
NC(=O)c1ccc(NC(=O)CSc2nnc(-c3ccccc3)n2-c2ccccc2)cc1	0.8
CCc1nc2c(OCc3ccc(C(F)(F)F)cc3)cccn2c1N(C)C(C)=O	2.3
COc1cccc(-c2cnc(C(O)c3c(C)cc(C)cc3C)[nH]2)c1 (stereo unspecified)	11.4
CCCCN1CCN(C(=O)C2CCN(S(=O)(=O)c3ccc4[nH]c(=O)oc4c3)CC2)CC1	1.6
COCCNC(=O)C1(C)CCCN(C(=O)c2cc(C)oc2C)C1 (stereo unspecified)	-0.1
CS(=O)(=O)Nc1cccc(NC(=O)C2Cc3c(-c4cccc(C(N)=O)c4)ccnc3O2)c1 (stereo unspecified)	6.3
OC[C@@H]1CN(Cc2ccc(F)cc2)C[C@H](n2cnc3c(N4CCN(c5ccccc5)CC4)ncnc32)O1	1.6
COCCNC(=O)C1(C)CCCN(CCC(=O)c2ccc(Br)cc2)C1 (stereo unspecified)	-0.3
CC(=O)Nc1ccc(NC2=C(Cl)C(=O)c3ccccc3C2=O)cc1	-6.8
CC(C)Oc1ccc(CN2CCC2(C)C(=O)Nc2ccc3c(c2)OCO3)cc1 (stereo unspecified)	6.6
CCC(C)CNC(=O)CN1C(=O)C2CCCCN2C(=O)c2ccccc21 (stereo unspecified)	-5.2
O=C(Nc1ccc(Cl)cc1C(=O)N1CCOCC1)c1cccc([N+](=O)[O-])c1	-2.9
CC(C)N1CCC(C)(C(=O)Nc2ccc(Cl)c(Cl)c2)C1 (stereo unspecified)	0.0
NC(Cc1ccc(C(F)(F)F)cc1)c1csc(Nc2ccc(C(=O)NCc3ccco3)cn2)n1 (stereo unspecified)	-0.2
O=C(O)C(=Cc1ccc([N+](=O)[O-])cc1)c1ccccc1	1.9
Cc1ccn2c(NC3CCCCC3)c(-c3ccc(SC4CCCCC4)cc3)nc2c1	0.1
COCC(=O)N(Cc1ccccc1)c1ccccc1C(=O)Nc1cc(OC)ccc1OC	3.0
CCc1nc2ccc(C(=O)NCc3ccccc3OC)cn2c1N(C)Cc1ccc(OC)cc1	0.0
CCc1nc2ccc(C(=O)Nc3ccc(OC)c(OC)c3)cn2c1N(C)C(=O)Cc1ccccc1	0.2
O=C(c1cncnc1)N1CCC(n2nnc3ncccc32)CC1	-2.0
CC(O)(c1ccc(F)c(F)c1)c1nc(-c2cccc3cccnc23)cs1 (stereo unspecified)	-0.9
CCOC(=O)C(CNc1ccc(OCc2ccccc2)cc1)NC(=O)c1ccccc1 (stereo unspecified)	2.2
COc1cccc(-c2cccc3c2NC(=O)C3(C)Cc2cccc(F)c2)c1 (stereo unspecified)	1.3
Cc1ccc(-c2csc(C(O)c3cccc(Cl)c3)n2)cc1C (stereo unspecified)	-4.2
CCCC1CCC2(CC1)CCC2OC(=S)Nc1ccccc1 (stereo unspecified)	-1.7
O=C(NCCC(F)(F)F)C1Cc2c(-c3cccc(F)c3)ccnc2O1 (stereo unspecified)	-0.8
CCCS(=O)(=O)NC(=O)C1(C)CCN(C(=O)COc2ccc(Cl)cc2Cl)C1 (stereo unspecified)	-3.4
CN1CCC(N[C@@H](Cc2c[nH]c3ccccc23)C(=O)NCCCc2ccccc2)(C(=O)NCCc2c[nH]c3ccccc23)CC1	7.6
C[C@@H]1C=CCCO[C@]12C(=O)N(CC1CC1)c1cccc(Br)c12	0.1
CC(=O)Nc1sc2c(c1-c1nc3ccccc3s1)CCOC2	-2.7
COc1ccc([C@H]2OC(=O)C[C@@H]2C(=O)N2CCN(c3ccccc3F)CC2)cc1OC	8.8
O=C(C1CCN(c2ncnc3c2sc2cccc(F)c23)CC1)N1CCCCC1	-3.0
Nc1nc(F)nc2c1ncn2[C@@H]1O[C@H](COP(=O)(O)O)[C@@H](O)[C@@H]1O	0.6
NS(=O)(=O)c1ccc(O)c(N2C(=O)c3cccc4c(C(=O)c5ccccc5)ccc(c34)C2=O)c1	2.3
CC(C)(N[C@@H](Cc1c[nH]c2ccccc12)C(=O)NCCCc1ccccc1)C(=O)NCc1ccccc1	-1.5
COc1cccc(OC)c1OCCN1CCC(C(=O)NC(c2ccc3c(c2)OCO3)c2ccccn2)CC1 (stereo unspecified)	-1.9
OCc1ccc(-c2ccc3nccn3c2)cc1	0.1
COC(=O)[C@@]12C[C@@H](CC(=O)N3CCOCC3)C(=O)N(CCc3ccc(OC)c(OC)c3)C1=CCC(C)(C)C2	2.3
CCOc1cccc(-c2cnc3cccnn23)c1	-10.1
COCCNC(=O)C1CCCN(C(=O)Cc2ccc(F)cc2)CC1 (stereo unspecified)	0.8
COc1ccc(CC(N)c2csc(Nc3cc(NCCCO)ncn3)n2)cc1 (stereo unspecified)	1.5
O=C(NC1CC1)c1ccc2nc([C@@H]3O[C@H](CO)[C@H](O)[C@H](O)[C@H]3O)[nH]c2c1	2.5

Compounds shown so far that have a CF3 group (11):
SMILES	NSD2 HMT inh
COC(=O)C1=C(C)N(Cc2ccc(C(F)(F)F)cc2)C(=NCc2ccc3c(c2)OCO3)NC1c1ccccc1C(F)(F)F (stereo unspecified)	-1.0
O=C(Cn1cc(COc2ccc(Cl)c(Cl)c2)nn1)NS(=O)(=O)c1ccccc1C(F)(F)F	-1.1
COc1ccc(Cl)c(-c2cc(C(=O)NCc3ccc(C(F)(F)F)cc3)[nH]n2)c1	-0.8
Cn1c(=O)c2cc(NC(=O)CCc3ccccc3)ccc2n1Cc1cccc(C(F)(F)F)c1	-9.9
CC1(C(=O)NCc2ccco2)Cc2c(-c3cccc(C(F)(F)F)c3)ccnc2O1 (stereo unspecified)	2.9
NC(c1csc(NC(=O)c2cccc(OC(F)(F)F)c2)n1)c1ccccc1Cl (stereo unspecified)	7.3
O=S(=O)(Nc1ccc(C(O)(C(F)(F)F)C(F)(F)F)cc1)c1ccc(-c2ccccc2)s1	16.8
CC1(C(=O)NS(=O)(=O)C2CC2)CCCN(C(=O)c2ccccc2OC(F)(F)F)C1 (stereo unspecified)	-2.0
CCc1nc2c(OCc3ccc(C(F)(F)F)cc3)cccn2c1N(C)C(C)=O	2.3
NC(Cc1ccc(C(F)(F)F)cc1)c1csc(Nc2ccc(C(=O)NCc3ccco3)cn2)n1 (stereo unspecified)	-0.2
O=C(NCCC(F)(F)F)C1Cc2c(-c3cccc(F)c3)ccnc2O1 (stereo unspecified)	-0.8

An excerpt; count on the stated rates, not on these rows.
